IMPase Li cell = qHTS Assay for Identifying the Cell-Membrane Permeable IMPase Inhibitors: Potentiation with Lithium; 210,000 tested, 0.35% active; Potency, µM (titrated, usually from 59.4 µM), for inactives: at the highest dose activity, negative = IMPase inhibition, most hits filed as inhibitors; CHO-M1 cells, IP1 TR-FRET (IP-One), carbachol + lithium;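 note: IP1 builds up when IMPase is blocked and the TR-FRET signal falls; potency is the fitted concentration of half-maximal effect; plate controls were basal vehicle for no effect and high inhibitor control for full effect; nearly all actives have a fitted effect of over 50% in size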
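CHO cells stably expressing M1 receptor (2000/well, cultured 16–30 h) treated 30 min at 37C with compound plus low lithium. Cytosolic IP1 by TR-FRET (665/620 ratio and 620 channel) after 10 min lysis; AC50 by Hill fit.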
HttQ103 aggreg = qHTS Multiplex Assay to Identify Dual Action Probes in a Cell Model of Huntington: Aggregate Formation (GFP); PC12 HttQ103-GFP aggregates, Acumen cytometry, 40 h; Potency, µM (titrated, usually from 46.1 µM), for inactives: at the highest dose activity change, negative = inhibition, actives largely listed as inhibitors; 220,000 tested, 1.1% active; AID 1688, 2009; note: potency is the fitted concentration of half-maximal effect; % is set by controls: 0 for no effect and ±100 for the full control effect; nearly all actives have a fitted effect of over 60% in size
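Using laser scanning cytometry, GFP-positive aggregates were counted after lysis of PC12 cells induced with 100 nM tebufenozide to express HTT exon 1 Q103–GFP. Compounds were tested in titration.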
CBFb-RUNX1 inh = qHTS Assay for Compounds Blocking the Interaction Between CBF-beta and RUNX1 for the Treatment of Acute Myeloid Leukemia; Potency, µM (titrated, usually from 59.8 µM), for inactives: at the top dose activity, negative = inhibition, hits mostly inhibitors; AlphaScreen CBFb-His/RUNX1-biotin binding, biochemical; 230,000 tested, under 10 active; Runt-related transcription factor 1 (Homo sapiens) + Core-binding factor subunit beta …; AID 1477, 2009; note: % of control where 0% means no effect
Target sequence (Q01196 whole entry, looked up): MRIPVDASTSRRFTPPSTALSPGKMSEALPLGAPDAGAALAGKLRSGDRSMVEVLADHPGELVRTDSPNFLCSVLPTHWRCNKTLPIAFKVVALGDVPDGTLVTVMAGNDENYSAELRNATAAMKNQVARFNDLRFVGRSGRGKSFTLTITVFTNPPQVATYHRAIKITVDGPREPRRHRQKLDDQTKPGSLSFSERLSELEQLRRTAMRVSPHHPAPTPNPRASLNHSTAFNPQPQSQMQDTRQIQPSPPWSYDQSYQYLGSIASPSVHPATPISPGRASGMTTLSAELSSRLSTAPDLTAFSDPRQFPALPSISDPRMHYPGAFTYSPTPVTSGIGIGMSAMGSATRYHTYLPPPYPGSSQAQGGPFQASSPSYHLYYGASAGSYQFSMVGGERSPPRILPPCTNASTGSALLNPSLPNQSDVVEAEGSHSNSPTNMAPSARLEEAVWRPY
Target sequence (Q13951 whole entry, looked up): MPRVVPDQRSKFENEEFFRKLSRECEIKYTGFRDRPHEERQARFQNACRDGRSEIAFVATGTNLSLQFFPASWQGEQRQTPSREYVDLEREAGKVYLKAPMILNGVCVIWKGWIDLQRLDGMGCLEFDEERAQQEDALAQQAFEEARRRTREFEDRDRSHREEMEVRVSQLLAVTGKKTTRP
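Bead-based AlphaScreen assay; binding partners His-tagged CBF-beta and biotinylated RUNX1 at 30 nM each. Compound exposure 15 min after a 20-min protein preincubation; bead step 90 min; all steps at room temperature.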
NPSR antagonist = qHTS Assay for Antagonists of the Neuropeptide S Receptor: cAMP Signal Transduction. CHO-NPSR cells, cAMP TR-FRET, antagonist mode. AID 1461, 2008. 220,000 tested, 1% active. Q6W5P4. Potency, µM (top dose mostly 38.3 µM), inactives show top-dose activity change, negative = inhibition, actives largely listed as inhibitors; note: potency is the fitted concentration of half-maximal effect; % is set by controls: 0 for no effect and ±100 for the full control effect; nearly all actives have a fitted effect of over 50% in size; many of its hits are not listed in these tables
Target sequence (Q6W5P4 whole entry, looked up): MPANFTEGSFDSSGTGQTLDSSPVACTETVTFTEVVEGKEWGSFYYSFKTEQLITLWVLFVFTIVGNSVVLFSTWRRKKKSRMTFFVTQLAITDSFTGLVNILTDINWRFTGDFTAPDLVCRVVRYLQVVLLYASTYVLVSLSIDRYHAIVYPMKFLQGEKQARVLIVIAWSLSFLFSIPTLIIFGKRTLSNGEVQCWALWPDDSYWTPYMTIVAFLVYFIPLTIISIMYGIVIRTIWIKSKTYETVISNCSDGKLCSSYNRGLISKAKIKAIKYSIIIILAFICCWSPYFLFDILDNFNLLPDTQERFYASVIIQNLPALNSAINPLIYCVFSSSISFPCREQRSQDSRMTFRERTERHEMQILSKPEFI
Lamin A splicing = qHTS Assay for Modulators of Lamin A Splicing; HeLa LMNA splicing GFP/RFP minigene ratio, 48 h; Potency, µM (titrated, usually from 46.1 µM), inactives show at the highest dose ratio change, negative = inhibition, actives largely listed as inhibitors; 200,000 tested, 0.01% active; active = well fitted inhibition curve with a large enough effect in the signal ratio, with a control signal flat, not every such curve was filed as active; inconclusive = small, poorly fitted or top-dose-only effect, or effect the other way, or a change in a side signal; the % refers to the signal ratio; note: potency is the fitted concentration of half-maximal effect; % is set by controls: 0 for no effect and ±100 for the full control effect
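S3 HeLa cells stably expressing lamin A-EGFP splicing minigene plus DsRed2, 600 cells/well, 48 h compound exposure at 37C. Laser-scanning cytometry; analysed as GFP (500-530 nm)/RFP (575-640 nm) total intensity ratio; 0.5% DMSO vehicle.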
KinaseGlo FLuc = Counterscreen for Luciferase (Kinase-Glo TM) Inhibition | 200,000 tested, 0.28% active | Kinase-Glo luciferase, ATP luminescence, 8 min | Potency, µM (highest dose often 38.3 µM), inactives show top-dose activity change, negative = inhibition, usual class: inhibitors | Luciferin 4-monooxygenase (Photuris pensylvanica), Q27757; note: potency is the fitted concentration of half-maximal effect; % is set by controls: 0 for no effect and ±100 for the full control effect; nearly all actives have a fitted effect of over 60% in size
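Compound is pinned into ATP-containing buffer (10 uM ATP, imidazole pH 7.2, 7 mM MgCl2). Kinase-Glo luciferase reagent is then added. Light output is recorded following an 8-min room-temperature incubation.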
Epigenetic reg = Quantitative High-Throughput Screen for Regulators of Epigenetic Control | Potency, µM (doses to about 53.9 µM), without a hit: at the top dose GFP activation, usual class: activators | 280,000 tested, 0.2% active | murine LDR cells, GFP reporter derepression, 30 h; note: potency is the fitted concentration of half-maximal effect; % of control where 0% means no effect; nearly all actives have a fitted effect of over 60% in size
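In this reporter-derepression format, murine cells bearing a silenced integrated CMV-GFP locus incubate with test compound (30 h, 37 C), then are washed and imaged; fluorescent objects of 20–120 um count as induced cells.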
* hit, by the source's call; ? = inconclusive; . = no result given; [ ] = dose if it differs, or a comment. Unless noted, calls come from the whole dose curve; as a rule, active = well fitted curve in the direction sought with a large enough effect; inconclusive = small, poorly fitted or top-dose-only effect, or another doubt; inactive = no such curve, though single readings can be large; an effect the other way counts as inactive or inconclusive. This is a subset; the hit share may differ from the screen's.

SMILES	IMPase Li cell	HttQ103 aggreg	CBFb-RUNX1 inh	NPSR antagonist	Lamin A splicing	KinaseGlo FLuc	Epigenetic reg
COc1ccc(Cl)cc1NC(=O)C(C)N(C)Cc1ccc(C(F)(F)F)cc1 (stereo not drawn)	.	-4%	10%	0%[46.1 µM]	?	.	0.0%
COc1cc2[nH]c(=O)c(C(=O)NCCCN3CCCCC3)c(O)c2cc1OC	9%	-3%	7%	2%[46.1 µM]	-8%	1%	-9.7%
CCOC(=O)C1CCN(CC(=O)Nc2c(C(=O)OC)[nH]c3cccc(C)c23)CC1	-6%[38.3 µM]	26%	3%	5%[46.1 µM]	1%	-6%	-1.0%
CC(NC(=O)OC(C)(C)C)C(=O)N1CCCC1C(=O)NC(Cc1ccccc1)C(N)=O (stereo not drawn)	0%	13%	1%	-8%[46.1 µM]	1%	1%	-11%
CCN(CC)c1ccc(NC(=O)C2CCCN(S(=O)(=O)c3cnc[nH]3)C2)c(C)c1 (stereo not drawn)	8%[38.3 µM]	?	-3%	-17%[46.1 µM]	14%	-4%	2.7%
COc1ccccc1N=C1SC(C(=O)Nc2ccc(F)cc2)CC(=O)N1C (stereo not drawn)	-5%	-5%	1%	-18%[46.1 µM]	-3%	-3%	0.1%
CCCCCc1nc2sc3c(c2c(=O)n1NC(=O)c1ccc([N+](=O)[O-])cc1)CC(C)(C)OC3	14%	?	-5%	-36%	?	2%	0.0%
O=C(c1cc2cc([N+](=O)[O-])ccc2oc1=O)N1CCN(C2CCCCC2)CC1	4%	9%	1%	7%	.	1%	-1.0%
CCCCOC(=O)CSc1nnc(-c2cc(OC)c(OC)c(OC)c2)o1	-17%[38.3 µM]	-11%	-2%	-21%[46.1 µM]	-3%	-5%	-0.9%
CC(OC(=O)c1cc2c(ccc3ccccc32)oc1=O)c1nc2ccccc2s1 (stereo not drawn)	6%	-6%	-4%	11%	?	5%	12%
Cc1noc(C)c1C(=O)Nc1sc2c(c1C(N)=O)CCCCC2	13%[38.3 µM]	5%	3%	3%[46.1 µM]	1%	-5%	-1.0%
CC(=O)Nc1ccc(/C=N/OCC(=O)Nc2ccc(C)cc2)cc1	-2%	-1%	-1%	-3%	8%	-2%	1.1%
CCOC(=O)c1[nH]c(C)c(C(=O)N2CCN(c3ccc(F)cc3)CC2)c1C	19%[38.3 µM]	5%	-3%	-14%[46.1 µM]	?	-2%	-1.0%
Cc1nc2ccccn2c1C(=O)N/N=C/c1ccc([N+](=O)[O-])o1	34%[activator]	?	-27%	-29%	?	-1%	1.6%
CC1(NC(=O)Nc2ccccc2)CCS(=O)(=O)C1 (stereo not drawn)	.	-30%[9.22 µM]	17%	5%	.	.	1.1%
CCCC(=O)Nc1nc(C)c(-c2csc(Nc3ccccc3OC)n2)s1	9%[38.3 µM]	-30%	-17%	-9%[46.1 µM]	3%	-4%	-2.2%
Cc1ccc(N2CCN(C(=O)c3cc(C(=O)c4ccccc4C)c[nH]3)CC2)c(C)c1	16%	8%[9.22 µM]	-12%	-10%	5%[46 µM]	2%	-1.3%
Cc1ccc(CNC(=O)CCS(=O)(=O)c2ccc(Br)s2)o1	26%[38.3 µM]	14%	2%	-5%[46.1 µM]	7%	-1%	0.0%
Cc1ncc(CO)c(/C=N/NC(=O)c2cc3c(s2)CCCC3)c1O	6%	?	?	-12%	.	0%	0.9%
CCOc1ccc(N=C(C)C2=C(O)c3ccccc3C2=O)cc1	.	-10%[9.22 µM]	2%	-8%	.	.	2.1%
Cc1nc(C)c2c(c1C(F)(F)F)-c1ccccc1C2(F)F	16%[38.3 µM]	7%	2%	-7%[46.1 µM]	-2%	3%	2.1%
C/C(=N\N1C(=O)c2ccccc2NC1c1ccco1)c1ccccc1O (stereo not drawn)	9%	7.1µM*	-2%	-38%	?	1%	1.1%
O=C(COC(=O)c1ccccc1C(=O)c1ccc(Cl)cc1)NCc1ccccc1	5%	9%	-5%	-11%	?	5%	0.0%
Cc1cc(C)cc(OCC(=O)N(Cc2cccs2)C2CCS(=O)(=O)C2)c1 (stereo not drawn)	27%[38.3 µM]	-22%	7%	10%[46.1 µM]	-8%	1%	0.0%
O=C1C=C(c2ccc(Cl)cc2)C(=O)N1Nc1ccccc1	47%[activator][38.3 µM]	-97%	-3%	?	?	-1%	?
Carrying on:
SMILES	IMPase Li cell	HttQ103 aggreg	CBFb-RUNX1 inh	NPSR antagonist	Lamin A splicing	KinaseGlo FLuc	Epigenetic reg
O=c1c(F)cn(C2CCCO2)c(=O)n1Cc1ccccc1Cl (stereo not drawn)	10%[38.3 µM]	9%	5%	-11%[46.1 µM]	-13%	7%	-6.3%
O=C(Cn1cc(C(=O)c2ccco2)c2ccccc21)NC1CCCCC1	-4%	-2%	1%	-19%	-16%[46 µM]	0%	0.1%
COc1ccc(/C=C/C(=O)O)cc1COc1ccccc1C	-3%	-20%	0%	-5%	2%	2%	-1.0%
Cc1ccc(CN2CCN(Cc3cccn3-c3ccc(Cl)cn3)CC2CCO)o1 (stereo not drawn)	-4%	-9%[9.22 µM]	7%	-4%	.	.	-1.2%
Cc1cccc(C(=O)Nc2cccc(OCC(=O)O)c2)c1	5%	-5%[9.22 µM]	-10%	-19%	7%[46 µM]	?	3.9%
COc1cc(C)nc(N2CCCC(C(=O)Nc3ccccc3Br)C2)n1 (stereo not drawn)	13%	-1%[9.22 µM]	2%	-10%	-1%[46 µM]	0%	-3.1%
CCOC(=O)C1CCN(S(=O)(=O)c2cnc[nH]2)CC1	8%[38.3 µM]	-6%	-2%	-6%[46.1 µM]	4%	1%	0.9%
O=C(Cn1[nH]c(=O)c2ccccc2c1=O)Nc1ccc(-c2nnc3n2CCCCC3)cc1	22%[38.3 µM]	-14%	-2%	2%[46.1 µM]	7%	0%	2.2%
O=C(CCc1nnc(C2CCCCC2)o1)N1CCCCC1CCn1cccn1 (stereo not drawn)	6%	-18%[9.22 µM]	7%	-8%	27%[46 µM]	-3%	-0.2%
CC(C)NC(=O)c1ccccc1-c1ccccc1	10%[38.3 µM]	-6%	0%	-2%[46.1 µM]	18%	-1%	-0.6%
CCOc1ccc2[nH]c(=O)c(CN(C(=O)N3CCOCC3)C3CC3)cc2c1	11%[38.3 µM]	-4%	-1%	6%[7.67 µM]	-9%	1%	-2.4%
O=C1OC(N2CCN(C(=O)c3ccco3)CC2)c2ccccc21 (stereo not drawn)	25%[38.3 µM]	-3%	4%	-6%[46.1 µM]	-6%	0%	1.9%
CC(C)(C)CC(C)(C)NC(=O)c1ccc2snnc2c1	.	-5%[9.22 µM]	11%	-4%	.	.	0.0%
COC(=O)c1ccccc1NC(=O)Cn1nc2n(C)c3ccccc3n2c(=O)c1=O	1%	3%	-6%	-1%	-18%	-2%	-3.2%
CN(C)S(=O)(=O)c1ccc(C(=O)OCC(=O)Nc2ccc(OC(F)F)cc2)cc1	.	18%[9.22 µM]	3%	19%	.	.	0.0%
CCOc1ccc(NC(=O)N(CCN2CCOCC2)Cc2ccc3c(c2)CCCN3CC)cc1	14%[38.3 µM]	26%	-23%	-17%[46.1 µM]	9%[0.0737 µM]	-2%	-0.9%
c1ccc2c(c1)NC1(CCCCC1)n1c-2nc2ccccc21	-22%[38.3 µM]	-9%	0%	?	-3%	9%	0.2%
COc1cc2c(cc1OC)-c1cc(NCc3ccccn3)nc(=O)n1CC2	-7%[38.3 µM]	22%	-3%	-7%[46.1 µM]	-6%	1%	-1.2%
O=C1c2ccccc2C(Nc2ccc(Cl)cn2)N1c1cccnc1 (stereo not drawn)	-6%[38.3 µM]	2%	-1%	0%[46.1 µM]	-10%	-3%	-0.4%
Cc1ccccc1CSc1nsc(N)n1	-6%[38.3 µM]	-16%	1%	6%[46.1 µM]	1%	1%	-1.1%
COC(=O)c1c(NC(C)=O)sc(C(=O)Nc2ccccc2OC)c1C	?	13%[9.22 µM]	15%	20%	.	-3%	1.1%
Cn1ncc([N+](=O)[O-])c1C(=O)N/N=C/c1ccc(F)cc1	0%	12%	-4%	-2%	5%	-1%	-2.0%
Cc1c(Cl)cccc1NC(=O)CN1C(=O)CSc2ncccc21	8%[38.3 µM]	-32%	1%	-5%[46.1 µM]	-8%	0%	0.0%
CCN1C(=O)/C(=C/N(C)c2ccccc2)OC1=S	7%	-6%	5%	-3%[46.1 µM]	-9%	-7%	-9.9%
Cc1ccc(C)c(S(=O)(=O)N2CCCOC2CNC(=O)C(=O)NCc2cccnc2)c1 (stereo not drawn)	-13%	-6%	11%	5%	.	-1%	-1.3%

Ordered by length of the SMILES (ascending): some entries from above
SMILES	IMPase Li cell	HttQ103 aggreg	CBFb-RUNX1 inh	NPSR antagonist	Lamin A splicing	KinaseGlo FLuc	Epigenetic reg
Cc1ccccc1CSc1nsc(N)n1	-6%[38.3 µM]	-16%	1%	6%[46.1 µM]	1%	1%	-1.1%
O=C(CCc1nnc(C2CCCCC2)o1)N1CCCCC1CCn1cccn1 (stereo not drawn)	6%	-18%[9.22 µM]	7%	-8%	27%[46 µM]	-3%	-0.2%
O=C(Cn1cc(C(=O)c2ccco2)c2ccccc21)NC1CCCCC1	-4%	-2%	1%	-19%	-16%[46 µM]	0%	0.1%

Further structures:
SMILES	IMPase Li cell	HttQ103 aggreg	CBFb-RUNX1 inh	NPSR antagonist	Lamin A splicing	KinaseGlo FLuc	Epigenetic reg
O=C(Oc1cc(-c2ccccc2)no1)c1ccc(F)cc1	-6%[38.3 µM]	6%	0%	-9%[46.1 µM]	15%	0%	-0.2%
COc1ccc(C(=O)/C=C/Nc2cc(C)on2)cc1	0%[38.3 µM]	-3%	2%	-7%[46.1 µM]	1%	-3%	-1.7%
CCOC(=O)c1cc(NC(=O)N2CCCCC2)c(C)nc1C	-2%[38.3 µM]	2%	4%	-5%[46.1 µM]	-13%	2%	0.0%
CCOC(=O)c1ccc(NC(=S)N(CCN2CCCCCC2)Cc2ccco2)cc1	22%	6%	-16%	-51%	?	-3%	15%
O=C(NCc1ccc(F)cc1)C(c1cccs1)N(C(=O)c1csnn1)C1CC1 (stereo not drawn)	2%[38.3 µM]	-27%	5%	-15%[46.1 µM]	?	4%	-9.5%
COc1ccc(NC(=O)CSc2c(C)nn(-c3nnc(C)c(=O)[nH]3)c2C)cc1	0%	-9%	-6%	5%[46.1 µM]	-14%	-2%	0.9%

Assay outcomes (PubChem BioAssay)
